Assay outcomes (PubChem BioAssay)
Jurkat NFkB inh: inhibitors of the PMA/ionomycin-induced NF-kB reporter in Jurkat cells. PMA/ionomycin-induced NF-kB luciferase reporter, luminescence. AID 435003. inhibition, % at 4 µM. 0.53% of 330,000 active; in the data active means inhibition above about 50%
CCR6 antagonist: blocks CCL20-driven beta-arrestin recruitment at human CCR6; P51684; CHO-K1 CCR6 PathHunter beta-arrestin, luminescence, CCL20-stimulated; inhibition, % at 20 µM; 0.49% of 340,000 active;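 active means compounds whose inhibition of the agonist-driven luminescence signal at 20 µM reaches about 50%, limit read from the data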;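 further: cells stimulated with CCL20 at 14 nM final; plate controls were DMSO with CCL20 for no effect and DMSO without agonist for full effect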
Target sequence (P51684 whole entry, looked up): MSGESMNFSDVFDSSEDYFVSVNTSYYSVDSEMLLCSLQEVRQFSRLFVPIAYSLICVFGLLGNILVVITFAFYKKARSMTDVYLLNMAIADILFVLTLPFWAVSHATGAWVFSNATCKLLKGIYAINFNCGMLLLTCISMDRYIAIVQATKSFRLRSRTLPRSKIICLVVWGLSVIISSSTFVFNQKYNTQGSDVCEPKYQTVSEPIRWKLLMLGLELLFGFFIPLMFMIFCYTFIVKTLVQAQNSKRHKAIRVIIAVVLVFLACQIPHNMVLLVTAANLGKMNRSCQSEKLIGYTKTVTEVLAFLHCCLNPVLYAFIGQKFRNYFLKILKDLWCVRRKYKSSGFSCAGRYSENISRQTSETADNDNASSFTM
UPR XBP1 act: adaptive UPR (XBP1) activation. 0.33% of 330,000 active. CHO-XBP1 luciferase reporter, IRE1-XBP1 UPR activation, luminescence; percent of tunicamycin response, DMSO as zero. activation, % at 20 µM;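 active means versus positive control, 20 µM dose yields 30% or more activation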;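 further: 100% = tunicamycin at 10 µg/mL and 0% = DMSO only wells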
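Test system: CHO-XBP1 luciferase reporter cells | Buffer or medium: Serum-containing F12 medium, 10% FBS | Schedule: 6 h compound exposure at 37 °C, 5% CO2 | Detection: Steady-Glo luciferase glow luminescence, 10 min after reagent addition | Read-out basis: Activation, % of tunicamycin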
Gli-Sufu block: blocks Gli-Sufu signaling in a luciferase reporter. inhibition, % at 5 µM. Sufu-KO-LIGHT fibroblasts, Gli luciferase reporter luminescence. 0.74% of 340,000 active;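 active means inhibition above about 55%, limit read from the data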;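 further: 0% = DMSO-treated cells and 100% = wells with medium but no cells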
Mdm2 MdmX PPI: inhibitors of human Mdm2/MdmX interaction; inhibition, % at 8 µM; 3% of 330,000 active; SaOS-2 split-luciferase Mdm2/MdmX complementation, luminescence; O15151+Q00987; AID 485346;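 active means inhibition of at least 50% at 8 µM in the primary screen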
CXCR6 inh: CXCR6 (human) receptor inhibition. O00574. CHO-K1 PathHunter CXCR6 beta-arrestin, luminescence. inhibition, % at 20 µM. 0.36% of 360,000 active. AID 602244; in the data active means inhibition above about 34%, passing the limit was not always enough;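 further: antagonist mode with CXCL16 agonist at 10 nM final; 0% = 10 nM CXCL16 with DMSO and 100% = unstimulated wells without agonist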
Target sequence (O00574 whole entry, looked up): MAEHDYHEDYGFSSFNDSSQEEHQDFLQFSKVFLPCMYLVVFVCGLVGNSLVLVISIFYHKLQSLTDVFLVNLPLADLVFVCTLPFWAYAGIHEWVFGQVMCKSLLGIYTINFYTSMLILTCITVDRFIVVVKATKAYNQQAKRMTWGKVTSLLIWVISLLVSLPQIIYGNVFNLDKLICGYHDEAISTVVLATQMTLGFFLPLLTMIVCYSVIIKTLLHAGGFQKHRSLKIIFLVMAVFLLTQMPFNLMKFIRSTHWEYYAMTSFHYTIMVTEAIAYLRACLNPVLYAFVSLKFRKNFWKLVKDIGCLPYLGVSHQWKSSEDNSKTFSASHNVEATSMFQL
EBI2 antag: EBI2 (human) antagonism; P32249; EBI2 beta-arrestin recruitment, luminescence, 7a,25-OHC stimulated; inhibition, % at 5 µM; 0.81% of 360,000 active; in the data active means inhibition above about 38%;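 further: enzyme fragment complementation signal reports receptor beta-arrestin coupling in cells; 0% = agonist plus DMSO wells and 100% = wells without agonist; some results beyond the cut were filed as inactive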
Target sequence (P32249 whole entry, looked up, the tested form may be a part): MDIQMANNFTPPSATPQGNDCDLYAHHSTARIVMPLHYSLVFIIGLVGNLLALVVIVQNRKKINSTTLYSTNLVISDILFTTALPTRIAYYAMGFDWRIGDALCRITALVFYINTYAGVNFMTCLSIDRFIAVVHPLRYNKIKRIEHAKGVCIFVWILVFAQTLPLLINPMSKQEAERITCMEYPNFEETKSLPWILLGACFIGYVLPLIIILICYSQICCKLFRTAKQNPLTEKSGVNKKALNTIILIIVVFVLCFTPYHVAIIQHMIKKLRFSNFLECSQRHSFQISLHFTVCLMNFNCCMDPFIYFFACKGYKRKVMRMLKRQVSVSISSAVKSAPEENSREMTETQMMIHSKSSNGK
UPR CHOP act: apoptotic UPR (CHOP) activation; activation, % at 10 µM; AID 449763; CHO-CHOP luciferase reporter, luminescence; percent of tunicamycin response over DMSO baseline; 0.34% of 330,000 active;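 active means at 10 µM dose, activation of 40% or more, normalized to positive control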;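 further: 100% = tunicamycin at 10 µg/mL and 0% = DMSO alone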
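Test system: CHO CHOP reporter cells. Input: 500 CHO-CHOP cells per well. Medium: F12 with 10% FBS. Technique: luciferase luminescence. Measure: percent activation relative to tunicamycin control. Dosing: 10 µM compound, 0.5% DMSO. Timing: 16-18 h cell attachment, then 6 h compound exposure, 37 °C.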
697 NFkB inh: lowers PMA/ionomycin-induced NF-kB signal in 697 B cells | 697 B-cell NF-kB luciferase reporter, 16 h | inhibition, % at 4 µM | 0.33% of 330,000 active | AID 435022; in the data active means inhibition above about 35%
Active calls of the source: *; . = no result given.

1. CSCC[C@H](NC(=O)C1CCN(S(=O)(=O)c2ccc(C)cc2)CC1)C(=O)NCC1CCCO1 (stereo partly specified)
2. O=C(Nc1cccc(Cl)c1)Nc1nc(-c2ccccc2)cs1
3. O=S(=O)(c1ccc(-c2nc3ccccc3s2)cc1)N1CCCC1
4. COc1ccc(NC(=O)c2cccc(S(=O)(=O)N3CCOCC3)c2)cn1
5. O=C(CSc1nnc(CNc2ccccc2)o1)N1CCc2ccccc21
6. CCCSc1nc2c(c(=O)n1-c1ccc(OCC)cc1)SCC2
7. C[C@@H]1C[C@H]2[C@@H]3CCC4=CC(=O)C=C[C@]4(C)[C@@]3(F)[C@@H](O)C[C@]2(C)[C@H]1C(=O)CO
8. Cc1cccc(N(C(=O)Cn2nnc(-c3ccccc3F)n2)C(C(=O)NC(C)(C)C)c2ccncc2)c1 (stereo unspecified)

assay / entry | 1 | 2 | 3 | 4 | 5 | 6 | 7 | 8
Jurkat NFkB inh | -1 | -20 | -94 | -3 | 4 | 0 | 5 | 2
CCR6 antagonist | 3 | -6 | -19 | -2 | 1 | 8 | -1 | 11
UPR XBP1 act | -1 | 4 | 1 | 3 | 0 | 1 | -5 | -3
Gli-Sufu block | -1 | -12 | -56 | -68 | 7 | 3 | 0 | 17
Mdm2 MdmX PPI | 15 | 24 | -44 | 8 | 18 | 12 | 18 | 1
CXCR6 inh | 0 | -38 | 11 | 17 | 1 | 13 | 9 | 7
EBI2 antag | 3 | 16 | -8 | 3 | 1 | 2 | -2 | 2
UPR CHOP act | -4.0 | 2.5 | 3.5 | -0.8 | -1.5 | 2.1 | -0.4 | -1.1
697 NFkB inh | 21 | -26 | -99 | 5 | -1 | -5 | 21 | 14

Some of these compounds in order of the CXCR6 inh value, ascending.
item	structure	CXCR6 inh
2	O=C(Nc1cccc(Cl)c1)Nc1nc(-c2ccccc2)cs1	-38
1	CSCC[C@H](NC(=O)C1CCN(S(=O)(=O)c2ccc(C)cc2)CC1)C(=O)NCC1CCCO1 (stereo partly specified)	0
5	O=C(CSc1nnc(CNc2ccccc2)o1)N1CCc2ccccc21	1
4	COc1ccc(NC(=O)c2cccc(S(=O)(=O)N3CCOCC3)c2)cn1	17

Continued:
9. COc1cccc(-c2nnc(SCc3nc4ccccc4[nH]3)n2N)c1
10. CCCc1ccc2oc(C(=O)N(Cc3nccn3C)C(C)C)c(C)c2c1
11. O=C(Nc1cccc2c1CCCC2)C1CCN(c2nnnn2-c2ccccc2)CC1
12. Cc1ccccc1OCC(O)CN1CCN(CCN2C(=O)c3cccc4cccc(c34)C2=O)CC1 (stereo unspecified)
13. COc1cc(C(=O)OCC(=O)c2c(N)n(C)c(=O)n(C)c2=O)ccc1OCCC(C)C
14. CC(=O)N1CCN(c2ccc([N+](=O)[O-])c(NCc3cccnc3)c2)CC1
15. CCc1c(-c2ccccc2)nc(N)c(C#N)c1-c1cccs1
16. NC(=O)C1CCCN(C(=O)CN2C(=O)NC(c3ccccc3)(c3ccccc3)C2=O)C1 (stereo unspecified)

assay / entry | 9 | 10 | 11 | 12 | 13 | 14 | 15 | 16
Jurkat NFkB inh | -5 | -21 | 13 | 7 | -10 | -5 | 14 | 9
CCR6 antagonist | -3 | 19 | 12 | 5 | 13 | 21 | 14 | -5
UPR XBP1 act | 0 | 2 | -2 | 3 | 3 | 2 | 2 | -4
Gli-Sufu block | -4 | -3 | 7 | 20 | -6 | 3 | 2 | 2
Mdm2 MdmX PPI | -24 | -1 | -2 | 14 | 3 | 1 | -4 | 0
CXCR6 inh | 0 | -2 | 1 | -5 | -4 | 13 | 5 | 14
EBI2 antag | -5 | -5 | 3 | 22 | 1 | 5 | 19 | -3
UPR CHOP act | 0.6 | 5.7 | -0.1 | -1.2 | 1.6 | -0.7 | 0.2 | -1.5
697 NFkB inh | -15 | -57 | 9 | -6 | -8 | -14 | -49 | 14

17. Nc1ccc(S(=O)(=O)Nc2ccc(S(N)(=O)=O)cc2)cc1
18. COc1ccc(C2(C(=O)Nc3ccc(OC)cc3OC)CCCC2)cc1
19. CCCCNCCOCCOc1ccc(C)cc1[N+](=O)[O-]
20. O=C1CCCN1CCC1CCN(C2CC(=O)N(c3ccc(F)cc3)C2=O)CC1 (stereo unspecified)
21. Cc1ccc(NC(=O)CSc2nc(=O)n(CCCN3CCOCC3)c3c2CCCC3)c(C)c1
22. COC(=O)c1ccccc1NC(=O)CN1CCC(n2nnc3cc(F)ccc32)CC1
23. CSc1ccc(/C=N/Nc2nc(C)cc(C)n2)cc1
24. O=C(NCc1ccco1)C1CCN(S(=O)(=O)c2ccccc2C(F)(F)F)CC1

assay / entry | 17 | 18 | 19 | 20 | 21 | 22 | 23 | 24
Jurkat NFkB inh | 3 | 8 | 1 | 14 | -13 | -4 | -26 | 0
CCR6 antagonist | -1 | 11 | 17 | -6 | 0 | 11 | 13 | 3
UPR XBP1 act | -1 | -2 | -1 | 0 | -2 | 0 | 3 | -1
Gli-Sufu block | -2 | 10 | 3 | 2 | 2 | -18 | -9 | 4
Mdm2 MdmX PPI | -25 | -23 | 5 | -1 | 15 | 3 | -14 | -8
CXCR6 inh | 1 | 5 | -2 | -5 | 6 | 5 | 7 | 3
EBI2 antag | -2 | -1 | -2 | -11 | 5 | 7 | 3 | -3
UPR CHOP act | 0.5 | 0.5 | -0.7 | -0.1 | -1.6 | 0.1 | 3.2 | 0.5
697 NFkB inh | -13 | 4 | 2 | 5 | -2 | -6 | 8 | -5

25. Cc1cccc(N=C2NC(=O)/C(=C/C=C/c3ccco3)S2)c1C
26. CN1C(=O)C(CC(=O)NCC2CCCCC2)SC1=Nc1ccccc1 (stereo unspecified)
27. COc1ccc(N=C2SCC(c3ccc(C)cc3)=NN2CCO)cc1
28. C[C@H](CO)N1C[C@H](C)[C@@H](CN(C)S(=O)(=O)c2ccc(F)cc2)Oc2ccc(NC(=O)Nc3ccc(C(F)(F)F)cc3)cc2C1=O
29. NS(=O)(=O)c1cccc(NC(=O)CC(NC(=O)c2ccccc2Cl)c2ccccc2)c1 (stereo unspecified)
30. CCNC(=S)NNC(=O)c1csc2c1CCC(C)C2 (stereo unspecified)
31. CCOC(=O)C1=C(O)CSC1=Nc1cccc(Cl)c1
32. CCN1CCN(c2ccc(S(=O)(=O)N3CCCCC3)cc2NC(=O)c2cccc(C)c2[N+](=O)[O-])CC1

assay / entry | 25 | 26 | 27 | 28 | 29 | 30 | 31 | 32
Jurkat NFkB inh | . | -15 | 8 | 13 | -33 | 4 | 14 | -20
CCR6 antagonist | 26 | 15 | 4 | 8 | 13 | 18 | 1 | 9
UPR XBP1 act | . | 1 | 1 | -2 | -3 | 0 | 3 | 2
Gli-Sufu block | -5 | -3 | 6 | -2 | -1 | -13 | -2 | 3
Mdm2 MdmX PPI | . | -1 | 14 | 75* | -13 | -31 | 26 | 15
CXCR6 inh | 16 | -1 | 7 | -10 | -1 | -1 | -18 | 6
EBI2 antag | 11 | -9 | 12 | 2 | -1 | -4 | 5 | -14
UPR CHOP act | . | -0.5 | 0.1 | 4.4 | -1.2 | 1.4 | -0.9 | 2.4
697 NFkB inh | . | -4 | -8 | 15 | -7 | -13 | -7 | -28

33. COc1ccc(N2C(=O)C3C4C=CC(C5CC45)C3C2=O)c([N+](=O)[O-])c1 (stereo unspecified)
34. OC(c1cccs1)(c1cccs1)C1C[N+]2(CF)CCC1CC2 (stereo unspecified)
35. O=C(COc1ccccc1[N+](=O)[O-])Nc1ccc2c(c1)OCO2
36. O=C(N/N=C/c1cccnc1)c1ccc(NC(=O)C(c2ccccc2)c2ccccc2)cc1
37. CCC1Oc2ccc(C)cc2N(CC(=O)N(Cc2ccc(C)o2)C2CCCC2)C1=O (stereo unspecified)
38. CN(C)c1cccc(C(=O)OCC(=O)Nc2ccccc2-c2ccccc2)c1
39. Cc1oc(-c2ccccc2F)nc1CS(=O)(=O)CC(=O)NCCCN(C)C1CCCCC1
40. O=C(NC(Cc1c[nH]c2ccccc12)C(=O)O)/C(=C/c1ccc(F)cc1)NC(=O)c1ccccc1 (stereo unspecified)

assay / entry | 33 | 34 | 35 | 36 | 37 | 38 | 39 | 40
Jurkat NFkB inh | 21 | 4 | -74 | -15 | -10 | -10 | 2 | -3
CCR6 antagonist | -5 | 1 | 4 | -10 | 28 | 4 | 11 | 2
UPR XBP1 act | -1 | -2 | 0 | -3 | -2 | -2 | 1 | 0
Gli-Sufu block | 1 | 8 | -29 | 19 | -4 | 1 | 9 | -3
Mdm2 MdmX PPI | 22 | 15 | -71 | 7 | 33 | -8 | 4 | 10
CXCR6 inh | 0 | -6 | 4 | 0 | 16 | -7 | -1 | 2
EBI2 antag | -5 | 0 | -3 | 0 | 15 | 3 | -12 | -4
UPR CHOP act | -2.7 | -1.6 | 4.7 | -0.8 | 0.0 | 2.3 | -2.1 | 1.1
697 NFkB inh | 6 | 3 | -38 | 19 | -4 | -15 | -13 | 9

41. O=C(O)COc1c(-c2ccccc2)oc2ccccc2c1=O
42. CC1(C)CC(=O)C(CC(=O)Nc2ccc(S(N)(=O)=O)cc2)=C(O)C1
43. COc1ccc(C2=C(Nc3ccc(F)cc3)c3ccccc3C2=O)cc1
44. COCCN(C(=S)Nc1c(C)cccc1C)C(C)c1cccs1 (stereo unspecified)
45. COc1ccc(C2CC(c3ccccc3)=NN2C(=O)COC(=O)c2ccc(S(C)(=O)=O)cc2)cc1 (stereo unspecified)
46. COc1cc2c(cc1OC)CN(C(=O)NS(=O)(=O)c1ccc(C)cc1)CC2
47. Cc1ccc(S(=O)(=O)N2CCOCC2)cc1NC(=O)C1=NN(c2ccccc2)C(=O)CC1
48. CSc1ccccc1C(=O)Nc1ccccc1C
49. COC(=O)Cn1c(=O)c(C)nc2ccccc21
50. COc1cc(C(=O)Nc2ccc(S(=O)(=O)N3CCCCC3C)cc2)cc(OC)c1OC (stereo unspecified)
51. CCN1C(=O)CC(C(=O)NCCc2ccc(S(N)(=O)=O)cc2)SC1=Nc1ccc(OC)cc1 (stereo unspecified)

assay / entry | 41 | 42 | 43 | 44 | 45 | 46 | 47 | 48 | 49 | 50 | 51
Jurkat NFkB inh | -9 | -14 | 0 | -4 | -3 | -5 | 2 | 7 | 10 | 11 | -12
CCR6 antagonist | 14 | -11 | 1 | 14 | 5 | 5 | 13 | 0 | 2 | -1 | 3
UPR XBP1 act | -1 | 3 | -1 | 0 | -4 | -1 | 1 | 1 | -1 | 4 | -3
Gli-Sufu block | 1 | -6 | 3 | 6 | -23 | 5 | -4 | -6 | 6 | 5 | 2
Mdm2 MdmX PPI | 2 | 0 | -5 | -23 | 20 | 12 | 7 | 0 | 7 | 37 | 9
CXCR6 inh | 0 | -2 | -12 | 4 | 0 | -7 | -1 | -4 | -1 | 5 | 8
EBI2 antag | -6 | -4 | 8 | 3 | -10 | -10 | -5 | 1 | -13 | 9 | -11
UPR CHOP act | -1.8 | -1.9 | -2.6 | 0.0 | -0.6 | 1.3 | -2.8 | 0.6 | -0.1 | 0.3 | 0.7
697 NFkB inh | -4 | 18 | -25 | 8 | -2 | -1 | 10 | 7 | 11 | 12 | 0

A few values from the results shown.
For UPR CHOP act, #12 shows -1.2
For EBI2 antag, #20 shows -11
For CXCR6 inh, #4 shows 17

From compound 41 as far as 42, copied from above:
41. O=C(O)COc1c(-c2ccccc2)oc2ccccc2c1=O
42. CC1(C)CC(=O)C(CC(=O)Nc2ccc(S(N)(=O)=O)cc2)=C(O)C1

assay / entry | 41 | 42
Jurkat NFkB inh | -9 | -14
CCR6 antagonist | 14 | -11
UPR XBP1 act | -1 | 3
Gli-Sufu block | 1 | -6
Mdm2 MdmX PPI | 2 | 0
CXCR6 inh | 0 | -2
EBI2 antag | -6 | -4
UPR CHOP act | -1.8 | -1.9
697 NFkB inh | -4 | 18
